Screening data as filed in PubChem.
PLCb3 inh: human PLC-beta3 inhibitors, primary screen, biochemical, fluorescence; Purified PLC-beta3, fluorogenic substrate; inhibition, % at 12.2 µM; 370,000 tested, 0.18% active; AID 720704, 2013; in the data active means inhibition above about 11%;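 further: 0% = median of compound wells on plate and 100% = full blocker control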
DDE Tn6 FP inh: inhibitors of Tn6 peptide binding to fibrin DD(E), primary screen, biochemical, fluorescence polarization, human fibrin, Tn6 probe. inhibition, % at 8.3 µM. 370,000 tested, 0.21% active. AID 720509, 2013. Fibrin DD(E) TRITC-Tn6 fluorescence polarization displacement;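 active means inhibition above a per-campaign cutoff: mean of compounds within control limits plus 3 SD, cut at about 15% in these data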;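 further: 0% = median of all compound wells on the plate and 100% = blocking peptide control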
ARFGAP1 inh: inhibitors of rat ARFGAP1 GAP activity, primary screen, biochemical, fluorescence polarization, GDP tracer | ADP-ribosylation factor GTPase-activating protein 1 (Rattus norvegicus), Q62848 | Arfgap1-stimulated ARF1 GTP hydrolysis, GDP FP detection | 360,000 tested, 0.26% active | inhibition, % at 16.5 µM | AID 651572, 2012;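 active means inhibition above a per-plate limit, mean inhibition of low control wells plus 3 SD, cut at about 25% in these data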;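 further: 0% = DMSO wells with enzyme and 100% = wells lacking Arfgap1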
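Repeats: one replicate per compound; assay system: rat Arfgap1 catalytic domain, aa 1-136; times: enzyme reaction 120 min at 25 °C after 20 min preincubation; detection: FP of antibody-bound GDP Alexa 633 tracer, ex 620/em 688 nm; benchmarks: high control wells lacking Arfgap1, low control full reaction with DMSO; reagent: human ARF1(Δ1-17)-GTP substrate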
ADAM17 inh: ADAM17 inhibitors, primary screen, biochemical, QFRET. Disintegrin and metalloproteinase domain-containing protein 17 (Homo sapiens), P78536. recombinant ADAM17, EDANS/DABCYL FRET peptide cleavage. inhibition, % at 6.95 µM. 370,000 tested, 0.83% active. AID 720648, 2013;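 active means inhibition above the mean of compounds lying between control limits plus 3 SD, set per campaign, cut at about 8.5% in these data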;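 further: 0% = DMSO-only wells as the low control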
PLC-gamma1 inh: PLC-gamma1 enzyme inhibitors, primary screen, biochemical, fluorescence, purified enzyme. fluorogenic substrate. inhibition, % at 12.2 µM. 370,000 tested, 0.84% active; in the data active means inhibition above about 9.5%
Target sequence (P19174 whole entry, looked up): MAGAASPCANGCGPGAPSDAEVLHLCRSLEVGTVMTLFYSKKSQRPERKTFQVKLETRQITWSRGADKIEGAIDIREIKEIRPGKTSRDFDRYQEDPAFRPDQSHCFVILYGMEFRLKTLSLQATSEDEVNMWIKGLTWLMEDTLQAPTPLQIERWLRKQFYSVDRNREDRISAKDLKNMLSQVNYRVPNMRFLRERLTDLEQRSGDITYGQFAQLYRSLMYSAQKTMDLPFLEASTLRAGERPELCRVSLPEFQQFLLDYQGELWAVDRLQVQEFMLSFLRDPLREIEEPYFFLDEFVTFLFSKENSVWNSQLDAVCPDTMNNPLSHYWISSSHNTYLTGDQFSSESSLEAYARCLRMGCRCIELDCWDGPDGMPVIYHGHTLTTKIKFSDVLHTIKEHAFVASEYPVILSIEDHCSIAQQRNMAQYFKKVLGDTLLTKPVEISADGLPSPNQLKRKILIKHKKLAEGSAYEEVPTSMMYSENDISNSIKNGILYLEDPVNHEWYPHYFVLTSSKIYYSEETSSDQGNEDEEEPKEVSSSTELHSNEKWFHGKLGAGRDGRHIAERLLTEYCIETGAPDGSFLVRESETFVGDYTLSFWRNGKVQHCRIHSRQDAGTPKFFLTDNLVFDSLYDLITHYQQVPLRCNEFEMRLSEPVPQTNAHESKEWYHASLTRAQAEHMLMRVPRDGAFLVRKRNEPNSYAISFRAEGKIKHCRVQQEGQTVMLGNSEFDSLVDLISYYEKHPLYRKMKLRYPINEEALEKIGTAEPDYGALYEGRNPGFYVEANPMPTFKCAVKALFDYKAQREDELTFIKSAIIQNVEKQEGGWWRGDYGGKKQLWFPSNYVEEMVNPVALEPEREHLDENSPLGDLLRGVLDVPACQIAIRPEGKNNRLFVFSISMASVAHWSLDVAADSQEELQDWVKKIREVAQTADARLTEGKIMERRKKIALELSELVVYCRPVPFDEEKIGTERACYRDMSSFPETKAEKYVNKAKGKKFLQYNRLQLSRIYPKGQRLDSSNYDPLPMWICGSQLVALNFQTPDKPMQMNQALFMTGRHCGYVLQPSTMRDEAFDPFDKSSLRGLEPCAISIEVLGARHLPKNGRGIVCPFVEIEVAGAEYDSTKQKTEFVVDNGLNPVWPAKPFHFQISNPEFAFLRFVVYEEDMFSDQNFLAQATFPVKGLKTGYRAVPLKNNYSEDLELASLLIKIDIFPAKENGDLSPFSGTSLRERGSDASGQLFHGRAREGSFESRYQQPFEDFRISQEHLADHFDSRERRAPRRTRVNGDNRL
ADAM10 inh: human ADAM10 inhibitors, primary screen, biochemical, QFRET, HTS | Disintegrin and metalloproteinase domain-containing protein 10 (Homo sapiens), O14672 | recombinant ADAM10, EDANS/DABCYL FRET peptide cleavage, 3 h | inhibition, % at 7 µM | 370,000 tested, 0.62% active | AID 720582, 2013;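 active means inhibition above a per-campaign cutoff equal to the mean of compounds falling between control-based bounds plus 3 SD, cut at about 20% in these data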;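 further: 0% = DMSO wells while the 100% control is not disclosed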
ASAP1 inh: inhibitors of human ASAP1 ArfGAP activity, primary screen, biochemical, fluorescence polarization | ASAP1-stimulated ARF1 GTP hydrolysis, GDP FP detection | 360,000 tested, 0.19% active | inhibition, % at 16.5 µM; in the data active means inhibition above about 25%;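 further: 0% = vehicle with enzyme and substrate and 100% = no enzyme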
TDP2 absorb: human TDP2 enzyme inhibitors, primary screen, biochemical, epi absorbance, recombinant enzyme | inhibition, % at 12.8 µM | 370,000 tested, 0.34% active | T5PNP hydrolysis, p-nitrophenol absorbance 415 nm | AID 720702, 2013;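 active means inhibition above the mean of all tested compounds plus 3 SD, set per campaign, cut at about 25% in these data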;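 further: 0% = DMSO with enzyme and 100% = buffer with substrate but no TDP2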
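Evaluation: % inhibition relative to enzyme-containing and enzyme-free wells. Material: recombinant human TDP2. Benchmarks: enzyme-free and DMSO wells. Timing: enzyme reaction with compound for 2 h at 37 °C. Compound dosing: 12.8 µM only. Measured by: p-Nitrophenol epi absorbance. Reagent: T5PNP substrate at 5 mM, a TopII-DNA adduct mimic. Replication: single well per compound.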
Tn7 DDE FP: inhibitors of Tn7 peptide binding to fibrin DD(E), primary screen, biochemical, fluorescence polarization, human fibrin, Tn7 probe; FP displacement of FITC-Tn7 peptide from fibrin DD(E); 0% = median of compound wells per plate; Fibrinogen beta chain (Homo sapiens), P02675; 370,000 tested, 0.13% active; inhibition, % at 8.3 µM;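 active means inhibition above the mean of compounds falling within the control limits plus 3 SD of them, cut at about 14% in these data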;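 further: 0% = plate median of compound wells and 100% = 10 µM Aha-Tn7 peptide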
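Also added: labelled Tn7 tracer, 0.1 µM; Assay system: human fibrin DD(E) protein; Amount: 2 µM fibrin DD(E); Schedule: 10 min compound pre-incubation, 3 h probe incubation at room temperature; Repeats: one replicate per compound; Read-out basis: percent inhibition; Measured by: fluorescence polarization of the labelled Tn7 tracer.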
SIAE inh: human SIAE inhibitors, primary screen, biochemical, fluorescence polarization, FP-Rh probe, 1536-well HTS; Sialate O-acetylesterase (Homo sapiens), Q9HAT2; SIAE FP-Rh probe binding; inhibition, % at 9.66 µM; 370,000 tested, 0.69% active;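 active means inhibition above a cutoff: mean of compounds within the control limits plus 3 SD of those, cut at about 17% in these data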;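 further: 0% = plate median of compound wells and 100% = probe without SIAE protein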
Active calls of the source: *; / = no result given. An unsorted share of the library; 3.6% or so of the library scored in one or more.

SMILES	PLCb3 inh	DDE Tn6 FP inh	ARFGAP1 inh	ADAM17 inh	PLC-gamma1 inh	ADAM10 inh	ASAP1 inh	TDP2 absorb	Tn7 DDE FP	SIAE inh
COc1ccc(CNC(=O)COC(=O)c2c[nH]c(=O)[nH]c2=O)cc1OC	1.9	3.5	-0.5	-1.6	-0.7	3.1	0.6	5.7	3.0	1.6
COc1ccc(S(=O)(=O)NCc2ccncc2)cc1NC(=O)c1ccccc1C	-1.7	-9.6	13.1	-7.5	-0.5	-7.9	-0.3	-1.4	8.2	1.3
COCCNc1nnc(SCC(=O)Nc2nnc(-c3ccccc3)o2)s1	-6.7	-0.1	6.7	-6.4	2.9	-3.6	-4.5	-11.7	-6.8	0.3
Cc1c(C(=O)N2CCCC2)oc2ccc(Br)cc12	-12.0	-3.5	-8.4	-2.4	-2.1	3.2	1.0	4.3	-0.6	-5.1
CC(C)(C)C(=O)COC(=O)C1CC(=O)N(c2ccccc2)C1 (configuration not stated)	2.1	-1.3	11.6	-1.0	0.8	8.1	5.0	17.4	0.1	-2.3
CCOCCn1c(CN2CCN(c3cccc(Cl)c3)CC2)nc2c1c(=O)n(C)c(=O)n2C	0.6	9.1	-7.7	0.2	-0.5	-6.1	9.5	1.2	1.6	4.9
COc1ccc(-c2cn3c(C)c(C(=O)Nc4cccc(C)n4)sc3n2)cc1	-179.2	7.5	3.6	-6.2	-164.0	-16.3	1.4	-1.8	4.8	-14.6
Cn1c(SCCN2CCCC2)nnc1C1CCN(S(=O)(=O)c2ccc(F)cc2)CC1	-7.4	-4.3	-1.6	-3.9	0.4	3.9	-7.3	0.6	-0.2	-0.3
N#Cc1c(-c2ccccc2)nc(SCC(=O)Nc2ccc(OC(F)(F)Cl)cc2)[nH]c1=O	-14.3	0.1	-16.4	5.8	-7.5	13.0	5.4	11.5	-1.3	-33.2
Nc1c(NC(=O)CC[n+]2ccccc2)cccc1[N+](=O)[O-]	4.5	5.8	4.6	3.9	2.8	2.4	7.2	-7.7	-15.5	3.0
Cc1cccc(OCC(=O)NNC(=O)CCc2ccccc2)c1	3.4	1.8	1.5	-5.1	-1.3	-4.5	-0.8	2.3	-0.2	-1.0
CCN(CC)C(=O)C1=C(C)N(CCC2=CCCCC2)C(=O)C(CC(=O)NCc2ccco2)C1 (configuration not stated)	-9.6	6.6	-5.2	2.5	2.4	7.0	1.1	9.7	-4.2	-2.8
COc1ccc(CCN2CC(C(=O)NCC(c3ccccc3)N(C)C)CC2=O)cc1OC (configuration not stated)	1.3	3.6	-6.7	-3.5	3.3	-1.7	-9.4	2.7	2.4	11.2
CCOC1(OCC)N=C(N)C2(C#N)C(c3cccc(OC)c3OC)C12C#N (configuration not stated)	-3.8	4.3	8.3	-1.5	-2.3	-3.2	1.9	-2.6	-4.0	-1.7
Cn1c(CNC(=O)C2CCCCC2)cc2cc(Cl)ccc21	-4.7	-10.3	13.9	-5.0	-0.3	-1.9	-9.9	4.2	-0.6	-2.9
Cn1nnnc1SCC(=O)Nc1ccccc1[N+](=O)[O-]	1.5	2.2	2.4	-1.4	2.7	3.6	-0.7	-0.3	4.3	4.5
CCCCn1c(N)c(N(CC(C)C)C(=O)CCNC(=O)c2ccccc2Cl)c(=O)[nH]c1=O	0.4	-0.7	-7.4	-4.1	-0.2	-10.7	-7.0	-2.3	8.5	-5.1
CC(=O)N[C@@H](CC(=O)O)C(=O)O	2.2	-1.0	-2.5	-5.8	-0.7	-10.3	-12.8	-14.7	4.9	2.4
CN(CC(=O)Nc1ccccc1Br)C(=O)CCc1nc2ccccc2c(=O)[nH]1	-1.2	2.5	4.6	-3.1	-2.0	0.4	-3.0	-0.4	2.4	-0.9
COc1cc(-c2nc3cccc(C)n3c2NCC2CCCO2)ccc1O (configuration not stated)	-197.1	2.6	-7.1	-16.7	-125.6	-49.4	-17.4	8.0	7.6	7.6
CC1(C)COC2(OC1)C(=O)Nc1ccccc12	-6.6	2.6	4.9	-7.6	-5.5	-10.0	16.8	0.5	12.6	-1.9
O=C(CSc1nncc2ccccc12)Nc1ccc(C(=O)O)cc1	-7.9	0.1	-9.6	0.3	-3.9	-11.2	3.4	4.5	4.4	-0.5
CCN(CC)c1ccc(C=Nc2ccc(N(C)C)cc2)c(O)c1	-45.6	6.7	-101.9	2.3	-38.1	2.0	-57.7	18.6	-1.4	2.9
O=C(COC(=O)c1cccc(NS(=O)(=O)c2ccc(F)c(F)c2)c1)NC(=O)NC1CCCCC1	4.4	6.8	-1.8	12.9*	6.3	28.0*	9.9	-22.5	-7.3	-7.3
CCN(CC(=O)Nc1ccccc1C(F)(F)F)C(=O)CN1C(=O)NC(C)(c2ccccc2)C1=O (configuration not stated)	1.1	3.6	-4.8	-0.3	1.7	1.4	1.5	10.5	-2.3	8.6

Going on with the list:
SMILES	PLCb3 inh	DDE Tn6 FP inh	ARFGAP1 inh	ADAM17 inh	PLC-gamma1 inh	ADAM10 inh	ASAP1 inh	TDP2 absorb	Tn7 DDE FP	SIAE inh
COC(=O)[C@H]1C[C@@]2(N3CCCCC3)c3ccccc3N(C(=O)OC(C)(C)C)[C@H]2N1C(=O)OC(C)(C)C	6.8	0.6	/	1.4	2.9	4.8	/	-2.5	6.5	1.5
O=C(O)CSc1nnc(Cn2cnc3ccccc32)n1CCc1ccccc1	2.6	-1.7	-2.3	-3.6	4.6	7.9	-11.2	-3.7	-1.4	-6.0
COC(=O)c1sc(S(=O)(=O)NCc2cccs2)c(C(=O)OC)c1C	-4.6	4.7	-3.6	0.7	-0.5	2.8	0.8	3.2	5.9	-4.6
Cc1c(Cl)cccc1NC(=S)NCc1ccc2c(c1)OCO2	-5.7	-10.1	-0.9	1.3	1.2	-1.6	-8.2	-5.3	1.2	-1.0
Cc1ccc(N(CC(=O)N2CCN(Cc3ccccc3)CC2)S(C)(=O)=O)cc1C	-4.2	-0.2	-1.1	-3.1	-0.8	0.1	3.2	1.6	-2.0	0.0
CCOC(=O)CCC(=O)N1CCOCCOCCN(C(=O)CCC(=O)OCC)CCOCC1	0.7	5.3	-12.0	-6.7	-4.9	-0.6	-9.0	0.2	5.7	0.5
O=C(NNC1=NS(=O)(=O)c2ccccc21)c1cccc([N+](=O)[O-])c1	-3.1	5.3	13.9	-2.1	3.4	-0.4	6.0	1.1	1.0	-1.2
O=S1(=O)C[C@@H](N2CCN(c3ccccn3)CC2)[C@H](COCc2ccccc2)N1	-1.6	0.1	0.9	-6.4	1.5	-10.5	1.6	-0.2	-3.0	-4.4
CC1(C)Cc2c(ccc3ccccc23)C(NNC(=O)c2cccnc2)=N1	4.1	0.8	6.8	-1.1	1.9	6.1	-7.4	0.9	-0.9	-1.1
Cn1nc(C(C)(C)C)cc1NC(=O)C1(C)CCN1C(=O)CCc1ccccc1 (configuration not stated)	1.9	4.1	3.5	0.3	3.2	-1.3	-5.0	-8.0	-1.7	2.0
COc1cc2cc(CCCOC(=O)c3cccc(Br)c3)oc(=O)c2cc1OC	-10.0	2.6	-16.3	-6.3	-9.8	-16.8	3.7	7.3	-2.3	-3.2
O=C(CN1CCN(c2ccc(F)cc2)CC1)NCc1ccc(F)cc1	-9.7	-6.3	12.6	-4.1	-4.5	-0.7	2.8	11.6	-6.8	-4.0
COc1ccc(CC(NC(C)=O)C(=O)NC2CCN(S(=O)(=O)c3cccc4ccccc34)CC2)cc1OC (configuration not stated)	0.6	-6.5	3.6	0.3	-0.5	2.9	3.8	9.6	4.1	-1.9
Cc1ccc(NC(=O)CSCC(=O)Nc2cccc3ncccc23)cc1	-11.7	-0.4	-5.4	-0.8	-11.8	-8.3	-6.5	-11.3	0.4	6.6
CCCSC1=C(C#N)C(c2cccnc2)C(C(=O)OCC)=C(c2ccccc2)N1 (configuration not stated)	-10.6	0.4	-1.7	-1.1	-10.8	1.0	-6.9	-1.8	-0.1	-1.7
CC(C)(C)C1CCC(OC(=O)c2ccncc2)CC1 (configuration not stated)	1.5	6.3	-3.6	-2.6	-0.1	-5.4	-4.6	-7.0	2.7	4.9
CCN(CC(=O)Nc1ccc(NC(C)=O)cc1)C(=O)/C=C/c1cn(Cc2ccccc2)nc1-c1cccnc1	-11.4	-2.0	-7.6	-4.4	-8.2	-9.2	4.8	12.3	-1.4	1.8
CCc1nnc(NC(=O)CCN(c2cc(C)cc(C)c2)S(=O)(=O)c2ccc(Cl)cc2)s1	0.3	5.3	7.3	1.2	-2.6	-0.5	-3.8	5.7	-5.7	0.0
N#Cc1c(-c2ccc(Cl)cc2)c2c([nH]c1=S)CCCC2	-0.8	-3.5	6.7	2.1	-5.0	-34.8	6.4	-1.3	4.5	-1.2
CCCC(c1nnnn1Cc1ccc2c(c1)OCO2)N1CCC(C(N)=O)CC1 (configuration not stated)	1.6	0.8	-4.8	0.6	-0.1	-1.8	-14.5	-0.5	-9.5	1.1
Cn1c(=O)c2cc(S(=O)(=O)Nc3ccc4c(c3)OCO4)ccc2n(C)c1=O	2.3	0.3	-1.5	-2.5	1.7	-1.9	4.0	18.4	-4.9	-3.6

Record cards, as listed above. Order of screens: PLCb3 inh	DDE Tn6 FP inh	ARFGAP1 inh	ADAM17 inh	PLC-gamma1 inh	ADAM10 inh	ASAP1 inh	TDP2 absorb	Tn7 DDE FP	SIAE inh
Results for CCCSC1=C(C#N)C(c2cccnc2)C(C(=O)OCC)=C(c2ccccc2)N1 (configuration not stated) → -10.6	0.4	-1.7	-1.1	-10.8	1.0	-6.9	-1.8	-0.1	-1.7
Results for Cn1nc(C(C)(C)C)cc1NC(=O)C1(C)CCN1C(=O)CCc1ccccc1 (configuration not stated) → 1.9	4.1	3.5	0.3	3.2	-1.3	-5.0	-8.0	-1.7	2.0
Results for CCOC(=O)CCC(=O)N1CCOCCOCCN(C(=O)CCC(=O)OCC)CCOCC1 → 0.7	5.3	-12.0	-6.7	-4.9	-0.6	-9.0	0.2	5.7	0.5
